# MrgX1 allo act: human MrgX1 positive allosteric modulation, primary screen; MrgX1-HEK293, Fluo-4 calcium flux, FDSS; stronger effect = higher value; B-score at 10 µM; hit rate 0.63% among 310,000; AID 588675;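 active = plate-corrected calcium response at least 3 library SD above typical, normal starting fluorescence, not activating the receptor alone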;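 note: compound read alongside a low EC10 to EC30 dose of BAM8-22 agonist; peak minus trough fluorescence over baseline measured at the second addition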
# Target sequence (Q96LB2 whole entry, looked up): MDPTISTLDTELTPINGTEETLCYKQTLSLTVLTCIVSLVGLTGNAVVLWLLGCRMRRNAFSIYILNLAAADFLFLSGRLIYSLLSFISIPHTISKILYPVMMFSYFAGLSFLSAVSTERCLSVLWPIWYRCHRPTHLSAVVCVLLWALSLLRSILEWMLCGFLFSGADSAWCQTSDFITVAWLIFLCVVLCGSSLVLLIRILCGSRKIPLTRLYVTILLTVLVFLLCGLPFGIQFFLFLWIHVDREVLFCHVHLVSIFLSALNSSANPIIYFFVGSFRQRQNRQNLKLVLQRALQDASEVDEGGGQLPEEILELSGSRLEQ
# RGS4 act: potentiators or activators of RGS4; HEK293 M3R/inducible RGS4, carbachol calcium flux Fluo4; stronger effect = lower value; B-score at 10 µM; hit rate 0.92% among 310,000;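 active = B-score of the integrated calcium signal more than 4 SD below the library mean, with starting fluorescence not abnormally high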;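 note: negative B-score means reduced calcium response which marks RGS4 activation or potentiation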
#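 Detection: kinetic calcium fluorescence imaging with Fluo4-AM dye, 2 µM / Material: HEK293 cells with stable M3R and inducible RGS4 / Schedule: recording 10 s baseline at 1 Hz, 100 s post-agonist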
# hERG protect: shields human hERG channel from block by proarrhythmic agents. Q12809. CHO-hERG, FluxOR thallium flux, dofetilide IC70 present. activation (rescue from dofetilide block), less the hit threshold, % at 10 µM. hit rate 0.51% among 310,000;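 active = activation above the mean of controls blocked by dofetilide plus 5 SD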;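 note: thallium influx through hERG after potassium depolarization seen as dye fluorescence rise; in these data hits start at about 4.7%; inactives centre near -7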
# KCNQ1 act: human KCNQ1 channel potentiation or activation; hit rate 0.35% among 310,000; CHO-K1 KCNQ1, thallium flux FluxOR fluorescence; stronger effect = higher value; B-score at 10 µM; P51787;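 active = fluorescence ratio B-score, a plate-corrected score, at least three library SD, with initial intensity B-score within 5 SD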
#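 Material: CHO-K1 cells stably expressing KCNQ1. Medium: assay buffer for compound exposure, DMSO matched across wells. Reagent: K+/Tl+ depolarizing stimulus. Compound dosing: single-concentration screen. Times: 37 °C overnight plating, 90-min dark dye load, 20-min compound pretreatment. Technique: FluxOR Tl+ flux fluorescence.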
# KCNK9 block: inhibitors of human KCNK9 two-pore domain potassium channel. Q9NPC2. HEK293 KCNK9, FluxOR thallium flux fluorescence; stronger effect = lower value. B-score at 10 µM. hit rate 1.2% among 310,000. AID 488922;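 active = ratio B-score over 3 SD below the library mean, with starting fluorescence within 5 SD of its mean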;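 note: negative B-score means less thallium flux so channel inhibition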
# Target sequence (Q9NPC2 whole entry, looked up, the tested form may be a part): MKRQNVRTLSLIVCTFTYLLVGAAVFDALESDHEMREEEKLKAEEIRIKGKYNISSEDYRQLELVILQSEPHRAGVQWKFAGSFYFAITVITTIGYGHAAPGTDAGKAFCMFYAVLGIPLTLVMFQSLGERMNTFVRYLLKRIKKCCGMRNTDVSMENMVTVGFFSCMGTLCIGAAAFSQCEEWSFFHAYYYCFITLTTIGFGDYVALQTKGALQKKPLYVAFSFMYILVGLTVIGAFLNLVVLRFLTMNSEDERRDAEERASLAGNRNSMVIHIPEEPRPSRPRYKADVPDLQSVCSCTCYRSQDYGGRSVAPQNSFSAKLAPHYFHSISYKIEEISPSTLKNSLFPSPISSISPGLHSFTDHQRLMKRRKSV
# MrgX1 ag: agonists of human MrgX1 receptor | hit rate 0.44% among 310,000 | B-score at 10 µM | MrgX1-HEK293 cells, Fluo-4 calcium fluorescence, agonist mode; stronger effect = higher value | Q96LB2;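 active = calcium response B-score plate-corrected fluorescence ratio at least 3 library SD, with starting fluorescence B-score inside 5 SD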
#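 Test system: HEK293 cells stably expressing human MrgX1 receptor; amount: 15,000 cells per well; doses: compound delivered in addition one of three; times: overnight plating before 1 h dye loading; detection: Fluo-4 NW calcium-flux fluorescence, kinetic read; read-out basis: B-scored fluorescence response ratio; controls: positive and negative controls per plate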
# TMEM16A act: mouse TMEM16A channel activation, primary screen | HEK293 TMEM16A/YFP-H148Q/I152L, iodide quench fluorescence; stronger effect = lower value | hit rate 0.3% among 340,000 | AID 623877 | B-score at 10 µM;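 active = fluorescence-ratio B-score plate-corrected deviation score at least 3 library SD below zero, with starting fluorescence score within 5 deviations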;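 note: channel opened by trigger with iodide after compound preincubation; score built on the fluorescence ratio of max minus min over baseline; more negative score means more quench and so TMEM16A activation or potentiation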
# KCNQ1 block: blocks the human KCNQ1 potassium channel; CHO-K1 KCNQ1, FluxOR thallium flux fluorescence; stronger effect = higher value; P51787; B-score at 10 µM; hit rate 1.3% among 310,000; AID 2642;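 active = compounds whose thallium flux B-score, printed positive for inhibition, exceeds three library SD while starting fluorescence stays within three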;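 note: channel opened by potassium depolarization with thallium stimulus after 20 min compound exposure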
# TMEM16A inh: blocks the mouse calcium-activated chloride channel TMEM16A | HEK293 TMEM16A/YFP iodide influx fluorescence, ionomycin | normalized B-score (activity score, 25-100; higher = stronger inhibition) at 10 µM | AID 588511 | Q8BHY3 | hit rate 1.2% among 310,000;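 active = ratio plate-corrected score three or more library SD toward inhibition, starting fluorescence score within five deviations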;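 note: score derived from kinetic fluorescence span divided by baseline fluorescence per well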
# RGS4 block: inhibitors of human RGS4; P49798; HEK293 M3R/RGS4 inducible, Fluo-4 calcium flux; stronger effect = higher value; triggered by carbachol at its EC20; B-score at 10 µM; hit rate 0.45% among 310,000;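 active = B-score, a plate-corrected calcium signal, over three deviations above library mean, with baseline fluorescence within five deviations of library mean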;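 note: RGS4 expression induced by doxycycline in cells with stable M3 receptor; B-score is computed from the integrated fluorescence ratio over baseline after carbachol; higher B-score means a larger calcium signal and so more RGS4 inhibition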
# KCNK3 block: human KCNK3 channel inhibition, primary screen. O14649. CHO-KCNK3 thallium flux, FluxOR fluorescence; stronger effect = lower value. B-score at 10 µM. hit rate 0.84% among 340,000;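 active = B-score under library mean minus 4 SD, starting fluorescence ratio at most library mean plus 5 SD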;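 note: more negative B-score means stronger inhibition of thallium flux through KCNK3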
# Target sequence (O14649 whole entry, looked up): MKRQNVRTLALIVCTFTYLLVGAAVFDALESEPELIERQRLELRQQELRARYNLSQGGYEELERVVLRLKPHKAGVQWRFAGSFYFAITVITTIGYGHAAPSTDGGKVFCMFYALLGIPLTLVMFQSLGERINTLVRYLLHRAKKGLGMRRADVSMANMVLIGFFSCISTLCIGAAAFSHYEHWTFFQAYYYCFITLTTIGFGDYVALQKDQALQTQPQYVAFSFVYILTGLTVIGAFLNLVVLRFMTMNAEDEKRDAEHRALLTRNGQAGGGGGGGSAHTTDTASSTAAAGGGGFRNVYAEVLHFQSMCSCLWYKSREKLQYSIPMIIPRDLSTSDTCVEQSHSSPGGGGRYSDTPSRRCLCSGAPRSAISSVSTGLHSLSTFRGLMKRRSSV
# Active calls of the source: *; i = inactive; . = not tested or not shown.
SMILES,MrgX1 allo act,RGS4 act,hERG protect,KCNQ1 act,KCNK9 block,MrgX1 ag,TMEM16A act,KCNQ1 block,TMEM16A inh,RGS4 block,KCNK3 block
CCN(CC(=O)Nc1c(F)cccc1F)C(=O)CCN1C(=O)C2CCCCC2C1=O (configuration not stated),i,i,-15.1,i,i,i,i,i,i,i,i
Cc1cccc(N=C2NC(=O)/C(=C/c3cn(C)c4ccccc34)S2)c1,i,i,-9.4,i,i,i,i,i,i,i,i
COc1ccc(-c2nc3ccccn3c2Cl)cc1,i,i,-6.8,i,i,i,i,i,i,i,i
CSc1nc(N2CCN(c3ccccc3)CC2)cc(N2CCN(c3ccccc3)CC2)n1,i,i,-4.2,i,i,i,i,i,i,i,i
COc1ccc(OCC(=O)Nc2cccc(-c3nc4ccccc4[nH]3)c2)cc1,i,i,-7.9,i,i,i,i,i,i,i,i
CC(C)c1ccc(N(CC(=O)NCc2cccnc2)S(=O)(=O)c2ccccc2)cc1,i,i,-6.7,i,i,i,i,i,i,i,i
O=C(c1ccc(CS(=O)c2ccccc2Cl)o1)N1CCCCCC1 (configuration not stated),i,i,-8.0,i,i,i,i,i,i,i,i
Cc1ccc(S(=O)(=O)N2CCN(C(=O)COC(=O)c3c(C)noc3C)CC2)c(C)c1,i,i,-8.8,i,i,i,i,i,i,i,i
CC(C(=O)N(C)C1CCS(=O)(=O)C1)N1C(=O)/C(=C/c2cccs2)SC1=S (configuration not stated),i,i,-7.6,i,i,i,i,i,i,i,i
CCOc1ccc(NC(=S)NC(=O)c2c(Br)cnn2C)c([N+](=O)[O-])c1,i,i,-7.1,i,i,i,i,i,i,i,i
O=C(Cn1cnc2c(nnn2Cc2ccccc2)c1=O)N1CCN(c2ccccc2)CC1,i,i,-14.5,i,i,i,i,i,i,i,i
CCOCCCn1c(SCC(=O)/C(C#N)=C(\C)N)nc2ccccc2c1=O,i,i,-3.6,i,i,i,i,i,i,i,i
COc1ccccc1C(=O)NC1CC2CCC(C1)N2Cc1ccccc1 (configuration not stated),i,i,-4.1,i,i,i,i,i,i,i,i
C=CCN1C(=O)/C(=C/C(=O)OC)S/C1=N\NC(=O)c1ccccc1,i,i,-8.6,i,i,i,i,i,i,i,i
CCOc1ccc(-c2nc(S(=O)(=O)c3ccccc3)c(N3CCOCC3)o2)cc1,i,i,-15.9,i,i,i,i,i,i,i,i
O=C(COC(=O)c1cc(S(=O)(=O)NCc2ccccc2)ccc1O)NCc1ccccc1,i,i,-3.7,i,i,i,i,i,i,i,i
CCOc1ccc(C(=O)CCC(=O)Nc2cc(C)ccn2)cc1,i,i,-13.2,i,i,i,i,i,i,i,i
COc1ccc(-c2cc3ccccc3nc2N)cc1OC,i,i,-4.3,i,i,i,i,i,i,i,i
O=C(c1ccccc1)C(Sc1ncn[nH]1)c1ccccc1 (configuration not stated),i,i,-9.5,i,i,i,i,i,i,i,i
CC1CCCN(Cc2cnc(Cl)s2)C1 (configuration not stated),i,i,-7.1,i,i,i,i,i,i,i,i
CC1C(=O)OC2C1CCC1(C)CCC(=O)C(C)C21 (configuration not stated),i,i,-2.5,i,i,i,i,i,i,i,i
O=C1C=CC(=O)N1c1ccc(I)cc1Cl,i,i,-3.6,i,i,i,.,i,i,i,.
Fc1ccc(OCc2nc(-c3cccs3)no2)cc1,i,i,-8.1,i,i,i,i,i,i,i,i
Cn1c(=NC(=O)CS(=O)(=O)c2ccccc2)sc2cc([N+](=O)[O-])ccc21,i,i,-14.0,i,i,i,i,i,i,i,i
Cc1cc(O)cc(=O)n1CCc1ccccc1,i,i,-7.9,i,i,i,i,i,i,i,i
N=c1c(C(=O)NCc2ccco2)cc2c(=O)n3ccccc3nc2n1CCc1ccccc1,i,i,-33.8,i,i,i,i,i,i,i,i
CCN(CC)CCNC(=O)C(C)c1nn(C)c(=O)c2ccccc12 (configuration not stated),i,i,-4.0,i,i,i,i,i,i,i,i
CCOC(=O)N1CCN(Cc2cn3ccccc3n2)CC1,i,i,-6.8,i,i,i,i,i,i,i,i
CCn1c(=O)n(CC)c2cc(S(=O)(=O)N3CCC(c4ccccc4)CC3)ccc21,i,i,-6.3,i,i,i,i,i,100*,i,i
CN(c1ccccn1)c1ncnc2[nH]ncc12,i,i,-6.5,i,i,i,i,i,i,i,i
COc1ccc(C(C)(C)C)cc1NC(=O)COC(=O)c1cnc(C)cn1,i,i,-6.3,i,i,i,i,i,i,i,i
Cc1ccc(S(=O)(=O)N(C)C)cc1NC(=O)[C@H](Cc1ccccc1)N1C(=O)c2ccccc2C1=O,i,i,-3.3,i,i,i,i,i,i,i,i
CC(C)c1ccc(NC(=O)COc2nncc3ccccc23)cc1,i,i,-5.1,i,i,i,i,i,i,i,i
CN(c1ccccc1C(=O)Nc1ccc(S(=O)(=O)N2CCOCC2)cc1)S(C)(=O)=O,i,i,0.2,i,i,i,i,i,i,i,i
COc1ccc(/C=C2\SC(=S)N(NS(=O)(=O)c3ccccc3)C2=O)c(OC)c1,i,-7.46*,-8.2,19*,i,i,i,i,i,i,i
COCCNC(=O)/C(C#N)=C\c1ccc(CNC(=O)C(=O)Nc2ccc(C)c(C)c2)o1,i,i,-6.0,i,i,i,i,i,i,i,i
CC1(C)OC(=O)C(=Cc2ccc(-c3ccc(S(N)(=O)=O)cc3)o2)C(=O)O1,i,i,-12.1,i,i,i,-6.21*,i,i,i,i
COc1ccccc1N(C)C(=O)c1cc(S(=O)(=O)N2CCCC2)cn1C,i,i,-7.8,i,i,i,i,i,i,i,i
CN(C)/N=C/c1ccc([N+](=O)[O-])cc1[N+](=O)[O-],i,i,-8.5,i,i,i,i,i,i,i,i
COc1cccc(CN2CCCC(N3CCc4ccccc4C3)C2)c1O (configuration not stated),i,i,-1.8,i,i,i,i,i,i,i,i
O=C(CC1S/C(=N/N=C/c2c[nH]c3ccccc23)NC1=O)Nc1ccccc1 (configuration not stated),i,i,-5.6,i,i,i,i,i,i,i,i
NC(=O)C1CCN(C(=O)CCC(=O)N2CCOc3ccc(Cl)cc32)CC1,i,i,-8.2,i,i,i,i,i,i,i,i
CCn1c(=O)c2ccccc2n(CC(=O)NC2CCCCC2)c1=O,i,i,-0.3,i,i,i,i,i,i,i,i
CC(C)c1ccc(CNc2ccc3c(c2)ncn3C)cc1,i,i,-6.5,i,i,i,i,i,i,i,i
COc1cc(C(CC(=O)N2CCCC2)c2c(OC)cc(OC)c3c(-c4ccccc4)cc(=O)oc23)cc(OC)c1OC (configuration not stated),i,i,-11.8,i,i,i,i,i,i,i,i
CCOC(=O)c1c(C)[nH]c(C)c1S(=O)(=O)N(C)CC(=O)NCc1ccc(C)cc1,i,i,-8.4,i,i,i,i,i,i,i,i
CCCc1ccc2oc(C(=O)N(C)CCn3ccnc3C)c(C)c2c1,i,i,-6.4,i,i,i,i,i,i,i,i
CCCc1cc(=O)[nH]c(SCC(=O)Nc2cccc3ccccc23)n1,i,i,-2.3,i,i,i,i,i,i,i,i
O=c1c2ccccc2[nH]c(=S)n1CCCN1CCN(C2CCCCC2)CC1,i,.,.,.,.,i,i,.,i,.,i
COc1cccc(NC(=O)Cn2c3ccc(F)cc3c3nc4n(c(=O)c32)CCCS4)c1,i,i,-7.3,i,i,i,i,i,i,i,i
O=C(O)Cn1nnc(-c2cccs2)n1,i,i,-4.3,i,i,i,i,i,i,i,i
COc1ccc(S(=O)(=O)NC2CC3CCC2C3)cc1Cl (configuration not stated),i,i,-12.2,i,i,i,i,i,i,i,i
Cc1ccc(-c2nn(-c3ccccc3)cc2C(=O)NCC2CCCO2)cc1 (configuration not stated),i,i,-18.9,i,i,i,i,i,i,i,i
CCN(CC)c1ccc(NC(=S)Nc2ccc(F)cc2)cc1,.,i,-8.4,i,i,.,i,i,.,i,i
Cc1ccc(-n2nc3c(=O)n(CCCC(=O)NC4CCC(C)CC4)nc(C)c3c2C)cc1 (configuration not stated),i,i,-11.9,i,i,i,i,i,i,i,i
Cc1cc(NC(=O)CSc2nc(-c3ccccc3Cl)nc3c2c(=O)n(C)c(=O)n3C)no1,i,i,5.4*,i,i,i,i,i,i,i,i
Cc1ccc(N=Nc2c(N)[nH]n3c(=O)cc(C)nc23)cc1,i,i,-4.2,i,i,i,i,i,i,i,i
COc1ccccc1CNC(=O)Cc1ccc(C)cc1,i,i,-5.1,i,i,i,i,i,i,i,i
C=C1CCN([C@@H](Cc2ccccc2)C(=O)NCc2ccccc2)S(=O)(=O)c2ccccc21,i,i,-6.1,i,i,i,i,i,i,i,i
COc1ccc(C(C(=O)NC2CCCCC2)N(C(=O)c2cccs2)c2ccc3c(c2)OCO3)cc1 (configuration not stated),i,i,-5.7,i,i,i,i,i,i,i,i
# Continued.
SMILES,MrgX1 allo act,RGS4 act,hERG protect,KCNQ1 act,KCNK9 block,MrgX1 ag,TMEM16A act,KCNQ1 block,TMEM16A inh,RGS4 block,KCNK3 block
COc1ccccc1/C=C1\SC(=S)N(CCC(=O)Nc2cc(C)on2)C1=O,i,i,-15.9,i,i,i,i,i,i,i,i
NNC(=O)CCN1CCCCC1,i,i,-15.5,i,i,i,i,i,i,i,i
CCOC(=O)N1CCN(Cc2nc(-c3ccc(Cl)cc3)no2)CC1,i,i,-3.6,i,i,i,i,i,i,i,i
Cc1cc(C(=O)Cn2cnc3ccccc3c2=O)c(C)n1C1CC1,i,i,-7.0,i,i,i,i,i,i,i,i
O=C(Nc1cc(S(=O)(=O)Nc2ccc(Cl)cc2)ccc1N1CCCCC1)c1ccc(F)cc1Cl,i,i,-7.8,i,i,i,i,i,i,i,i
Cc1c(Cl)cccc1NC(=O)CSc1nncn1-c1ccccn1,i,i,-8.6,i,i,i,i,i,i,i,i
CCCc1n[nH]c(=O)[nH]1,i,i,-10.0,i,i,i,i,i,i,i,i
O=S(=O)(c1ccc(OCC(O)CN2CCN(c3ccccc3)CC2)cc1)N1CCOCC1 (configuration not stated),i,i,-1.7,i,i,i,i,i,i,i,i
CCOC(=O)c1cn[nH]c1NC(=S)Nc1ccc(Cl)cc1,i,i,-12.9,i,i,i,i,13*,i,i,i

# Source: PubChem
